GPR151 activ = activates the human receptor GPR151; PathHunter beta-arrestin GPR151 cells, luminescence; activation, % at 11.2 µM; hit rate 1% among 650,000; AID 1508602; in the data active = activation above about 4.9%;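 note: 0% = median of compound wells and 100% = cells with positive control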
TEAD-YAP inh = TEAD-YAP interaction inhibition | HEK-TIYL cells, TEAD-Gal4/YAP UAS-luciferase luminescence | inhibition, % at 9.12 µM | hit rate 1.4% among 640,000 | AID 1259422; in the data active = inhibition above about 32%;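 note: 0% = median of test compound wells and 100% = reference inhibitor wells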
FBW7 act = activators of human E3 ligase FBW7. Q969H0. AlphaScreen FBW7–phospho-cyclin E peptide binding, activator screen. normalized activity (activation), % at 26.1 µM. hit rate 0.13% among 650,000. AID 1259310; in the data active = normalized activity above about 1.9%;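 note: purified mutant Fbw7 with reduced substrate affinity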
Target sequence (Q969H0 whole entry, looked up): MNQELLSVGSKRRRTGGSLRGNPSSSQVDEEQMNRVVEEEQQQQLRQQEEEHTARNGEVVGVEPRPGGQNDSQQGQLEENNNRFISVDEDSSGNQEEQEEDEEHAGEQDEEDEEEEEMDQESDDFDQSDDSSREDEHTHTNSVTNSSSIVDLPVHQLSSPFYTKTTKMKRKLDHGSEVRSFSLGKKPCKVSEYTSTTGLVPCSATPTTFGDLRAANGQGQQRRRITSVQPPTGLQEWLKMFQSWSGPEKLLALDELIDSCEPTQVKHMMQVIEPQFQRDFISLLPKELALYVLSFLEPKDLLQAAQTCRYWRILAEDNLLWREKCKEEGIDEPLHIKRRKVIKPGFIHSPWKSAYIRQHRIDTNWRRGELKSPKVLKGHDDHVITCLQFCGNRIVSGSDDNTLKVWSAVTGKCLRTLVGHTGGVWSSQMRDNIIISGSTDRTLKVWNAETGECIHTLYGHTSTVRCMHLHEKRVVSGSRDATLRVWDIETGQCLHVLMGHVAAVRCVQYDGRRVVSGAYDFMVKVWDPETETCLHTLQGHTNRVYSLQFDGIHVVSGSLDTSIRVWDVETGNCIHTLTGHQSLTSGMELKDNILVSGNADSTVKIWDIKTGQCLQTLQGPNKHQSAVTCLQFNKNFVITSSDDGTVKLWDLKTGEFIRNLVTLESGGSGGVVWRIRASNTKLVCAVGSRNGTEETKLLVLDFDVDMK
MITF inh = inhibitors of human MITF; AlphaScreen MITF homodimerization, bead proximity signal; inhibition, % at 2.6 µM; hit rate 0.91% among 650,000; AID 1259374; in the data active = inhibition above about 50%;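 note: 0% = vehicle wells with protein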
* marks the source's active call; other numbers are inactive results.

SMILES | GPR151 activ | TEAD-YAP inh | FBW7 act | MITF inh
COc1ccc(OC)c(CCNCc2c(C(=O)O)c(C)n(Cc3ccc(C)cc3)c2C)c1 | -0.4 | 6 | -0.2 | 29
COc1ccc(/C=N/n2[nH]cnc2=S)cc1OC | 0.5 | 0 | -0.1 | 11
COc1cc(CN2CCCC3CCCCC32)c([N+](=O)[O-])cc1OC (centres undefined) | -1.1 | 1 | 0.2 | 17
CCC1CCCCN1CCNS(=O)(=O)c1ccc2c(c1)oc(=O)n2C (centres undefined) | 1.1 | -4 | -0.1 | 1
Cc1ccc(-n2nc3c(c2NC(=O)c2ccc(Br)cc2)CSC3)c(C)c1 | 1.0 | 3 | -0.1 | 1
O=[N+]([O-])c1ccc(OS(=O)(=O)Cc2ccccc2)cc1 | -1.6 | -5 | -0.1 | -7
Cc1cc(C)c2oc(=O)cc(-c3oc4ccccc4c3NC(=O)c3ccco3)c2c1 | -1.3 | 6 | 0.1 | 10
COc1cc(OC)nc(NC(=O)CSc2nc3ccccc3s2)n1 | 1.0 | -9 | 0.1 | 6
COC(=O)c1ccc(COC(=O)c2ccc([N+](=O)[O-])cc2Cl)cc1 | 0.1 | 11 | -0.3 | -1
CCOC(=O)C(C)Sc1ccc2nnc(-c3ccc(F)cc3)n2n1 (centres undefined) | 2.5 | -7 | 0.0 | 0
CCOc1ccc(S(=O)(=O)Nc2ccc(C(=O)O)c(O)c2)cc1 | 2.0 | 3 | 0.3 | 12
O=C1OCC(=O)N(Cc2ccccc2)C1c1ccc(F)cc1 (centres undefined) | -0.3 | -3 | 0.2 | 11
O=C1NC(=S)N(c2ccccc2)C(=O)/C1=C\c1ccc([N+](=O)[O-])o1 | -1.1 | 5 | -0.3 | 80*
NS(=O)(=O)c1ccc(CCNC2CC(=O)N(CCc3ccccc3)C2=O)cc1 (centres undefined) | 2.0 | -1 | 0.1 | 8
CC(C(=O)NCc1cccnc1)n1c2ccccc2c2cn[nH]c(=O)c21 (centres undefined) | -1.8 | 7 | -0.1 | -10
O=C(CS(=O)(=O)c1ccccc1)N1CCc2ccccc21 | -0.4 | -54 | 0.0 | 5
COc1cccc(CCN2CCC3(CC2)OCc2cccc(OC)c2O3)c1 | -0.3 | 6 | 0.5 | 20
O=C(NCc1ccccc1)c1cnn2c1NC(c1cccs1)CC2C(F)(F)F (centres undefined) | 0.3 | 7 | 0.0 | 0
CCCc1nc(-c2ccc(C(F)(F)F)cc2)no1 | 0.1 | 0 | -0.1 | -11
CCOC(=O)C1=CN(c2ccccc2)C=C(C(=O)OCC)C1c1ccc(F)cc1 | 0.0 | -6 | 0.0 | -7
O=C(/C=C/NNC(=O)c1cccc(Br)c1)c1cccc(Br)c1 | -0.3 | -20 | 0.0 | 1
COc1ccc(-n2nc(C(=O)NCC(=O)Nc3cnc4ccccc4c3)c3ccccc3c2=O)cc1OC | 0.8 | 11 | -0.1 | -15
CCCCCCCCCCCCCC(Br)CC(=O)O (centres undefined) | -0.2 | -6 | 0.2 | -6
COc1cccc(OC)c1C(=O)NC(=S)NCc1ccccc1 | 0.1 | 15 | 0.0 | 7
CCOc1ccccc1NC(=O)CSc1nnc(NC(=O)C2CCCCC2)s1 | -1.0 | 0 | 0.0 | -4
Cc1ccc(C(=O)N/C(=C\c2ccco2)C(=O)N2CCN(c3ccccn3)CC2)cc1C | 0.0 | 11 | 0.1 | 4
O=C(CSc1nnc(-c2ccccc2O)o1)c1ccccc1 | -1.4 | 5 | -0.1 | 4
CCC1CCCCN1C(=O)c1ccc(OC)cc1 (centres undefined) | 4.4 | -7 | -0.1 | 12
COC(=O)COc1ccc(/C=C2/NC(=O)NC2=O)cc1 | 3.0 | 3 | 0.0 | -1
C[C@@H]1NC(=O)[C@H]2CN(Cc3ccccc3)CCN2C1=O | -0.6 | -1 | 0.3 | 27
O=C(c1cccnc1)N1CCN(c2ccc(Cl)c(Cl)c2)CC1 | 0.0 | 11 | -0.1 | -12
COc1ccc(/C=C/C(=O)c2cccnc2)cc1 | -0.5 | -3 | -0.1 | -7
CCSc1nc2sc3c(c2c(=O)n1-c1ccc(C)cc1)CCC(C(C)(C)C)C3 (centres undefined) | 0.9 | -9 | 0.7 | 15
Cc1nc(N2CCCC2C(=O)NCc2nc(-c3cccnc3)no2)nc2ccc(F)cc12 (centres undefined) | 1.3 | -6 | 0.1 | -7
c1ccc(-c2nc3c4ccccc4nc(NCc4ccccn4)n3n2)cc1 | 0.0 | -9 | -0.8 | 3
CCC(=O)N1CCc2cc(S(=O)(=O)CCC(=O)NCCc3cccc(C)c3)ccc21 | 1.2 | 0 | -0.1 | 9
CCn1c(SCC(N)=O)nc2ccc(I)cc2c1=O | 0.1 | -4 | -0.2 | 8
CC(=O)N1CCN(Cc2ccc3c(c2)CN(C(=O)Cc2ccccc2Cl)CCO3)CC1 | 0.1 | -5 | 0.0 | 0
Cc1cc(NS(=O)(=O)c2ccc(NC(=O)c3ccc[n+]([O-])c3)cc2)nc(C)n1 | -0.3 | 4 | -0.1 | -6
COc1cc(/C=C/C(=O)NC(C)(C)C)ccc1OCc1ccccc1 | 0.5 | -3 | 0.0 | -11
CCC(Sc1nc2cc3c(cc2c(=O)n1CCCCCC(=O)NCc1ccc(OC)cc1)OCO3)C(=O)Nc1ccc2c(c1)OCO2 (centres undefined) | -1.0 | 2 | 0.0 | 4
C=CCc1ccc(OCC(O)CN2CCN(Cc3ccc4c(c3)OCO4)CC2)c(OC)c1 (centres undefined) | -0.7 | -4 | -0.2 | -4
CN1CCN(c2ccc(-c3ncc(C(=O)Nc4ccc(N5CCOCC5)cc4)s3)cc2)CC1 | 1.0 | -1 | -0.1 | 1
Fc1ccc(-c2cc3c(nn2)Nc2ccccc2N3)cc1 | -4.6 | 86* | 0.0 | 5
CC(=O)N1CCN(C(=O)C2(NC(=O)Nc3ccccc3Cl)CCCCC2)CC1 | -1.2 | 4 | 0.7 | 14
O=C(Nc1ccc(Br)cn1)c1ccc([N+](=O)[O-])o1 | 3.0 | -22 | 0.0 | 9
O=C(NC(C(=O)NN1S(=O)(=O)c2ccccc2S1(=O)=O)C12CC3CC(CC(C3)C1)C2)c1ccc([N+](=O)[O-])cc1 (centres undefined) | 0.7 | -8 | 0.1 | 1
O=C(Oc1ccnc2cc(Cl)ccc12)N(c1ccccc1)c1ccccc1 | 0.6 | -15 | 0.1 | 1
COCCCNC(=O)CCCOc1cc(=O)n(C)c2ccccc12 | -0.9 | 3 | -0.1 | 9
CC(C)=CCN1CCC2(CCC(CNC(=O)c3cc(C)n(C)n3)O2)CC1 (centres undefined) | 0.1 | 3 | -0.1 | -2
O=C(CC(NCCCN1CCOCC1)C(=O)O)Nc1cccc([N+](=O)[O-])c1 (centres undefined) | -2.0 | 1 | 0.0 | -14
Cc1ccc(-c2nc(C3CCCN3C(=O)COCC(=O)O)n3ccccc23)cc1 (centres undefined) | -0.3 | -3 | -0.5 | 12
COc1ccc(NC(=O)/C(C#N)=C/c2cc(C)n(-c3ccc4c(c3)OCO4)c2C)cc1 | 1.1 | 2 | -0.1 | 4
CCOC(=O)C1=C(C)N(c2ccc(C)cc2)C(=O)/C1=C\c1ccc(O)c(OC)c1 | -1.0 | 4 | -0.1 | -1
S=C(Nc1ccc(Cl)cc1)N(Cc1ccccc1)Cc1cccnc1 | -0.9 | -11 | 0.0 | 5
COc1ccc(OC)c(NC(=O)CCNS(=O)(=O)c2ccc3c(c2)oc(=O)n3C)c1 | 5.1* | -2 | 0.0 | 2
Cc1ccc(C(=O)Oc2ccc3c(=O)c(-c4ccc(Cl)cc4)c(C(F)(F)F)oc3c2)cc1 | -1.2 | -8 | 1.1 | 22
O=C(CSc1ccc2nnc(-c3ccccc3)n2n1)NCc1ccc(F)cc1 | 0.9 | 3 | 0.0 | 44
Cc1cc(/C=C2\C(=O)NC(=S)N(C)C2=O)c(C)n1C1CC1 | 2.7 | 13 | -0.1 | 4
COc1cc(C(=O)N=c2sc3c4ccccc4ccc3n2C)cc(OC)c1OC | -1.5 | 4 | 0.3 | 11

Compound profiles, from the list above. Values in the order: GPR151 activ	TEAD-YAP inh	FBW7 act	MITF inh
Profile of CC(=O)N1CCN(C(=O)C2(NC(=O)Nc3ccccc3Cl)CCCCC2)CC1 = -1.2	4	0.7	14
Profile of O=C(Nc1ccc(Br)cn1)c1ccc([N+](=O)[O-])o1 = 3.0	-22	0.0	9

The results go on.
SMILES | GPR151 activ | TEAD-YAP inh | FBW7 act | MITF inh
CCOc1cccc2c1OC1(C)C(C(=O)Nc3ccc(OC)cc3)C2NC(=S)N1c1ccccc1 (centres undefined) | 2.1 | 3 | 0.0 | 18
Cc1cc(C)n2c(SCCC(C)C)nnc2n1 | 0.1 | -15 | 0.0 | -4
CCc1nc2ccc(F)cc2c(C(=O)NCc2ccco2)c1C | -0.8 | 5 | 0.1 | -17
CSc1nc2ccc(S(=O)(=O)Nc3c(C)n(C)n(-c4ccccc4)c3=O)cc2s1 | -1.4 | 3 | -0.1 | -4
CCc1ccc(N(CC)S(=O)(=O)c2cccc3nonc23)cc1 | -0.7 | 11 | -0.2 | 6
CCCCNC(=O)CSc1nc2n[nH]c(C)c2c(=N)n1-c1cc(Cl)ccc1C | -0.6 | -17 | -0.1 | 6
C/C=C/C(=O)N1c2ccc(OC)cc2C(C)=CC1(C)C | -0.6 | -4 | -0.1 | 7
COC(=O)c1ccc(NC(=O)CSc2nnc(-c3ccccc3Cl)n2-n2cccc2)cc1 | 0.6 | 0 | 0.1 | 0
O=C(c1ccc(-c2cnc3[nH]c(=O)n(C4CCCCC4)c3n2)cc1)N1CCOCC1 | -0.8 | 2 | 0.0 | -6
CSc1nc(OCC(=O)c2ccc(Cl)cc2)c2c3c(sc2n1)CC(C(C)(C)C)CC3 (centres undefined) | 0.9 | 5 | 0.0 | 8
O=S1(=O)CCN2C(=N1)Sc1c2ccc2c1CCCC2 | 0.9 | -15 | 0.0 | -7
CC(NC(=O)COC(=O)c1nc(Cl)c(Cl)c(N)c1Cl)c1ccccc1 (centres undefined) | 3.7 | -2 | -0.1 | 7
COc1ccc(CNC(=O)C2C3C=CC(C3)C2c2nc3ccccc3c(=O)[nH]2)cc1 (centres undefined) | -0.3 | 18 | 0.7 | 19
CCOc1ccc(N2CC(C(=O)Nc3ccc(N(C)C)cc3)CC2=O)cc1 (centres undefined) | 0.2 | 14 | -0.1 | 9
Cc1ccc(NC(=O)c2ccc(NCc3ccc(F)cc3)c([N+](=O)[O-])c2)c(C)c1 | -0.8 | 19 | 0.1 | 12
CCSCCOC(=O)C1=C(C)NC2=C(C(=O)CC(c3ccccc3)C2)C1c1cc(Br)c(O)c(OC)c1 (centres undefined) | -0.8 | 11 | 0.0 | -11
O=C(c1ccc2c(c1)C(=O)N(c1ccc(O)cc1)C2=O)c1ccc2c(c1)C(=O)N(c1ccc(O)cc1)C2=O | -0.7 | 0 | -0.1 | -9
CCOC(=O)C1=CC2(SC=C(C(=O)OCC)S2)C2=C(S1)C(C)(C)Nc1c(C)cccc12 (centres undefined) | 0.9 | 1 | -0.5 | 1
CCCCC(CC)CNC(=O)c1[nH]c(C)c(C(C)=O)c1C (centres undefined) | -1.5 | 8 | 0.1 | 2
COC(=O)c1sc2ccccc2c1NC(=O)c1ccc(C(C)=O)cc1 | -0.3 | -4 | 0.0 | -15
Cc1ccc(-c2noc(C3CCCN(C(=O)c4cccc([N+](=O)[O-])c4)C3)n2)o1 (centres undefined) | -0.6 | -22 | 0.0 | 18

In the list so far, 13 contain an aryl thioether with sulfur outside any ring:
SMILES | GPR151 activ | TEAD-YAP inh | FBW7 act | MITF inh
COc1cc(OC)nc(NC(=O)CSc2nc3ccccc3s2)n1 | 1.0 | -9 | 0.1 | 6
CCOC(=O)C(C)Sc1ccc2nnc(-c3ccc(F)cc3)n2n1 (centres undefined) | 2.5 | -7 | 0.0 | 0
CCOc1ccccc1NC(=O)CSc1nnc(NC(=O)C2CCCCC2)s1 | -1.0 | 0 | 0.0 | -4
O=C(CSc1nnc(-c2ccccc2O)o1)c1ccccc1 | -1.4 | 5 | -0.1 | 4
CCSc1nc2sc3c(c2c(=O)n1-c1ccc(C)cc1)CCC(C(C)(C)C)C3 (centres undefined) | 0.9 | -9 | 0.7 | 15
CCn1c(SCC(N)=O)nc2ccc(I)cc2c1=O | 0.1 | -4 | -0.2 | 8
CCC(Sc1nc2cc3c(cc2c(=O)n1CCCCCC(=O)NCc1ccc(OC)cc1)OCO3)C(=O)Nc1ccc2c(c1)OCO2 (centres undefined) | -1.0 | 2 | 0.0 | 4
O=C(CSc1ccc2nnc(-c3ccccc3)n2n1)NCc1ccc(F)cc1 | 0.9 | 3 | 0.0 | 44
Cc1cc(C)n2c(SCCC(C)C)nnc2n1 | 0.1 | -15 | 0.0 | -4
CSc1nc2ccc(S(=O)(=O)Nc3c(C)n(C)n(-c4ccccc4)c3=O)cc2s1 | -1.4 | 3 | -0.1 | -4
CCCCNC(=O)CSc1nc2n[nH]c(C)c2c(=N)n1-c1cc(Cl)ccc1C | -0.6 | -17 | -0.1 | 6
COC(=O)c1ccc(NC(=O)CSc2nnc(-c3ccccc3Cl)n2-n2cccc2)cc1 | 0.6 | 0 | 0.1 | 0
CSc1nc(OCC(=O)c2ccc(Cl)cc2)c2c3c(sc2n1)CC(C(C)(C)C)CC3 (centres undefined) | 0.9 | 5 | 0.0 | 8

Source: PubChem BioAssay (The Scripps Research Institute Molecular Screening Center)

Random draw from the library, and some 3.4% of all compounds hit somewhere here.
